# GST TR-FRET counter: biotin-GST/anti-GST TR-FRET signal inhibitors, dose response, artefact control for Vif-APOBEC3G degradation inhibitor project, biochemical (AID 1117362); TR-FRET counter screen, biotin-GST/anti-GST signal; IC50 in µM for hits, for the others inhibition, % at the top dose, mostly 100 µM; 3,600 tested, 2.8% active;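 active = inhibition above 30% at one or more concentrations, seen consistently on every test date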;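 also: biotinylated GST protein used in place of GST-Vif 1-94 and biotin-A3G peptide; detects fluorescence quenchers or blockers of GST binding to anti-GST antibody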
# The depositor's hits bear a star. The list is partial; count on the stated rates, not on these rows.
SMILES,GST TR-FRET counter
CSc1ccc(C(=O)C2CCCN(Cc3ccn[nH]3)C2)cc1 (stereo unspecified),0.9%
CCN(CC)CCN=Cc1c(O)n(Cc2ccco2)c(=O)[nH]c1=O,5.4%
CCOc1cc(C(=O)N2CCC3(CC2)OCCO3)cc(OCC)c1OCC,5.2%
CC(C)c1ccc(C2N3CCCN23)cc1 (stereo unspecified),0.4%
CN1C(=O)/C(=C/C=C/c2ccco2)C(=O)NC1=S,-2.5%
CCCCN1C(=O)/C(=C/C=C/c2ccco2)C(=O)NC1=S,-3.0%
CCCCOc1ccc(CN2CCN(CC)CC2)cc1,-4.5%
CCCCn1c(O)c(C(CC)=NCCN2CCCCC2)c(=O)[nH]c1=O,-2.5%
O=C1NC(=O)N(c2ccccc2)C(=O)/C1=C\C=C\c1ccccc1,-0.6%
O=C(C1CCCO1)N1CCC2(CC1)OCCO2 (stereo unspecified),-1.2%
O=C1NC(=S)N(c2ccc(F)cc2)C(=O)/C1=C\c1ccoc1,-0.1%
CC(=O)Nc1ccc(S(=O)(=O)N2Cc3cnnn3-c3ccccc3C2C#N)cc1 (stereo unspecified),2.6%
Cc1cccc(N2C(=O)NC(=O)/C(=C/c3cc4c(cc3[N+](=O)[O-])OCO4)C2=O)c1,0.7%
O=C1NC(=O)N(Cc2ccccc2)C(=O)/C1=C\C=C\c1ccco1,7.5%

# A draw from above in order of count of non-hydrogen atoms, highest first.
SMILES,GST TR-FRET counter
Cc1cccc(N2C(=O)NC(=O)/C(=C/c3cc4c(cc3[N+](=O)[O-])OCO4)C2=O)c1,0.7%
CCCCn1c(O)c(C(CC)=NCCN2CCCCC2)c(=O)[nH]c1=O,-2.5%
CSc1ccc(C(=O)C2CCCN(Cc3ccn[nH]3)C2)cc1 (stereo unspecified),0.9%
CCCCOc1ccc(CN2CCN(CC)CC2)cc1,-4.5%
CN1C(=O)/C(=C/C=C/c2ccco2)C(=O)NC1=S,-2.5%

# An excerpt of these results, tab-delimited.
Structure	GST TR-FRET counter
CCN(CC)CCN=Cc1c(O)n(Cc2ccco2)c(=O)[nH]c1=O	5.4%
CCOc1cc(C(=O)N2CCC3(CC2)OCCO3)cc(OCC)c1OCC	5.2%

# Assay outcomes (PubChem BioAssay)
